CHO parental Ca = signal in parental CHO cells, OX1R antagonist counter-screen; parental CHO-K1, ATP-induced calcium, Fluo-8 fluorescence; inhibition, % at 5.6 µM; 330,000 tested, 0.63% active; AID 463079;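 active = inhibition above that plate's mean sample inhibition plus 3 SD, cut at about 26% in these data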;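 note: 0% = ATP-challenged DMSO wells and 100% = DMSO wells without ATP; some compounds past the cut are filed as inactive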
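material = parental CHO cells | also added = ATP as calcium-mobilizing challenge | dosing = single point at 5.6 µM | detection = intracellular calcium via Fluo-8 no-wash fluorescent dye | read-out = % inhibition | benchmarks = low control ATP plus DMSO, high control DMSO only | repeats = one well per compound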
M4 ag = CHRM4 agonism in calcium assay; P08173; CHO-K1 hM4/Gqi5, Fluo-8 calcium fluorescence; vehicle 0%, full acetylcholine response 100%; activation, % at 3 µM; 360,000 tested, 0.14% active;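 active = activation above the run mean over all test wells plus 3 SD, cut at about 32% in these data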;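 note: peak over basal fluorescence ratio per well then scaled between controls; 0% = DMSO wells and 100% = acetylcholine at EC100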
Target sequence (P08173 whole entry, looked up): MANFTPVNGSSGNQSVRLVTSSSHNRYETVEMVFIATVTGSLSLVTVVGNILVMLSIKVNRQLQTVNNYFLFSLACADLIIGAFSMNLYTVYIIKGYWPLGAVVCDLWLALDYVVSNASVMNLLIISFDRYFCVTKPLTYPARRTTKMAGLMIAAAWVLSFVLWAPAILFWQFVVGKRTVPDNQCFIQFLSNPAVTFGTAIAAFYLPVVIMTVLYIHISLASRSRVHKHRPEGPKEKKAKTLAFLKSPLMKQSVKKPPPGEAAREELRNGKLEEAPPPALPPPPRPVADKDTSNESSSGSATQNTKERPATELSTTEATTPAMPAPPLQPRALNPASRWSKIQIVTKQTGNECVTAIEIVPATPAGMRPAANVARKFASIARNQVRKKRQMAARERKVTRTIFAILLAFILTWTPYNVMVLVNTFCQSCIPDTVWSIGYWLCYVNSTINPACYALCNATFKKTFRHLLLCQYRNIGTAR
OXTR potentiate = human OXTR potentiation | P30559 | CHO-OTR cells, Fluo-8 calcium fluorescence, potentiator mode; 0% = oxytocin EC15, 100% = EC100 | activation, % at 3 µM | 320,000 tested, 0.061% active;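 active = activation above that plate's cutoff, the mean activation of tested compounds plus 3 SD, cut at about 6.6% in these data, passing the limit was not always enough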;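 note: 100% uses oxytocin at 75 nM as the full agonist control; some results filed as inactive read as strong as hits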
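Material: CHO-OTR cells, human receptor; compound dosing: single dose, 3.0 µM nominal final compound concentration; schedule: 6 min compound pre-incubation at room temperature, 100 s kinetic read; measured by: kinetic Fluo-8 calcium fluorescence; read-out basis: % activation vs EC15 and EC100 oxytocin; controls: EC15 oxytocin alone as 0%, 75 nM oxytocin as 100%; replicates: singlicate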
M4 antag = CHRM4 antagonism in calcium assay; inhibition, % at 3 µM; AID 624125; CHO-hM4 cells, ACh EC80, Fluo-8 calcium fluorescence; 360,000 tested, 0.73% active;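 active = inhibition above its plate's cutoff, the mean inhibition of sample wells plus 3 SD, cut at about 27% in these data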;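 note: 0% = acetylcholine EC80 with DMSO and 100% = DMSO without agonist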
M1 ag parental = M1 agonist counterscreen hit in parental CHO-K1 cells. Fluo-8 calcium fluorescence; scaled to maximal ATP response, vehicle zero. activation, % at 3 µM. 360,000 tested, 0.48% active. AID 602248; in the data active = activation above about 15%;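 note: untransfected CHO-K1 host cells lacking M1 receptor as counterscreen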
CHO-K1 Ca antag = M1 antagonist counterscreen hit in parental CHO-K1 cells. inhibition, % at 3 µM. ATP-induced calcium, Fluo-8 fluorescence. AID 602250. 360,000 tested, 0.6% active;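 active = inhibition above a per-plate cutoff, the plate's mean sample inhibition plus 3 SD, cut at about 24% in these data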;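 note: 0% = DMSO plus EC80 ATP and 100% = DMSO alone without ATP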
M1 ag = activates human CHRM1 receptor | P11229 | CHO-K1 hM1, Fluo-8 calcium fluorescence, agonist mode; 0% DMSO, 100% acetylcholine EC100 | activation, % at 3 µM | 360,000 tested, 0.33% active | AID 588814;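 active = activation above the run's mean compound activation plus 3 SD, cut at about 16% in these data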;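 note: peak over basal fluorescence ratio within a 140 s kinetic read after compound addition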
Target sequence (P11229 whole entry, looked up): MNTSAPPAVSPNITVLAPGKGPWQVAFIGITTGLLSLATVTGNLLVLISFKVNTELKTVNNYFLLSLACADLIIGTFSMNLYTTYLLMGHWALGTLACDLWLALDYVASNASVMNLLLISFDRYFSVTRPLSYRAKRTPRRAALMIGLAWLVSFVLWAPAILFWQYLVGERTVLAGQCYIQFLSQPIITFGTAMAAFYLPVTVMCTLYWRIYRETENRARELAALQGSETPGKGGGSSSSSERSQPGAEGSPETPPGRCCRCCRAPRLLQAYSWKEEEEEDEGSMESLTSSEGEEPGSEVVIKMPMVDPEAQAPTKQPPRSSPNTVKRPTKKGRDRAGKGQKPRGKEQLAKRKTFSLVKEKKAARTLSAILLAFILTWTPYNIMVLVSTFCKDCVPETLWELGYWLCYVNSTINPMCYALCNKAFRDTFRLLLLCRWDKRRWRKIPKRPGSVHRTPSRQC
CHRM1 PAM = positive allosteric modulators of human M1 muscarinic receptor. P11229. CHO-K1 hM1, Fluo-8 calcium fluorescence, ACh EC20; 0% = ACh EC20, 100% = maximal ACh. activation, % at 3 µM. 360,000 tested, 0.088% active; in the data active = activation above about 19%, passing the limit was not always enough
M1 antag = human CHRM1 antagonism; AID 588852; CHO-K1 hM1, Fluo-8 calcium fluorescence, ACh EC80 antagonist; inhibition, % at 3 µM; 360,000 tested, 1.3% active; P11229;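 active = percent inhibition above its own plate's cutoff, namely the mean of that plate's compound wells plus 3 SD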;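 note: peak over basal fluorescence ratio during 140 s after agonist addition; 0% = ACh EC80 plus DMSO and 100% = DMSO alone without agonist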
The depositor's hits bear a star; . = not tested or not shown.

SMILES	CHO parental Ca	M4 ag	OXTR potentiate	M4 antag	M1 ag parental	CHO-K1 Ca antag	M1 ag	CHRM1 PAM	M1 antag
CC(/C=N/NC(=O)c1nnn(-c2nonc2N)c1C)=C\c1ccccc1	2.6	0.1	-2.9	-3.4	1.4	-16.1	-3.7	9.7	-10.0
Cc1c(C#N)c(O)n(C)c(=O)c1N=Nc1ccc(S(N)(=O)=O)cc1	.	1.6	.	-6.8	0.1	-2.7	1.6	7.7	-2.6
Nn1c(SCC(=O)NCc2ccccc2)nncc1=O	3.4	-0.4	-4.5	1.3	-0.1	-2.0	-3.2	-3.9	12.0
COc1ccc2oc(=O)cc(CN3CCOCC3)c2c1	-11.6	0.2	1.2	0.7	0.0	-13.7	-2.2	7.1	-11.2
O=C(COC(=O)C1CC(O)CN1S(=O)(=O)c1ccc(Cl)cc1)c1cccc(Cl)c1 (stereo not given)	-7.1	4.7	-5.0	-0.8	4.9	8.6	-2.5	-3.2	4.9
O=C(CC1CCCC1)N1CCN(S(=O)(=O)c2cccc(Br)c2)CC1	.	1.3	.	2.6	-0.2	-1.4	-3.6	-3.0	-0.6
CCOCCCNc1ccc(N2C(=O)C3CCCCC3C2=O)cc1[N+](=O)[O-] (stereo not given)	-2.5	0.4	-0.8	-5.3	0.5	-5.0	-1.0	8.1	-2.4
Cc1nnc(NC(=O)CSc2nnc(C(C)NC(=O)c3ccccc3F)n2C)s1 (stereo not given)	3.9	1.3	-0.4	-7.7	0.8	-15.8	0.0	6.5	-10.0
O=C(NC(CO)(CO)CO)[C@@H]1CCCN1S(=O)(=O)c1cccc2cccnc12	-6.6	1.1	1.1	-0.9	0.5	-4.5	-1.7	6.5	-8.6
CCCc1cc(=O)oc2cc(C)cc(OCC(=O)Nc3ccccn3)c12	-15.3	2.8	-3.9	-2.1	1.2	-12.5	-2.9	16.1	-17.0
CCOc1ccc(CNc2nnnn2C)cc1	-5.7	1.5	-4.6	9.5	-0.3	-9.5	-7.5	1.1	-0.6
COc1ccc(C(=O)CSc2nnc(-c3ccccc3)o2)cc1	-9.3	0.8	-1.0	-9.2	0.7	-11.3	-4.4	4.7	-2.2
Cc1ccc(/C=N/NC(=O)c2ccncc2)cc1	-4.3	0.6	-7.1	-3.7	0.9	-12.3	-0.9	9.7	-14.2
CC(=O)N(C)c1ccc(NC(=O)N2CCOCC2)cc1	5.2	0.6	-8.4	-1.1	0.2	-15.5	-1.1	4.8	-13.6
N#Cc1ccc(-c2csc(NC3=NCCCCC3)n2)cc1	.	1.1	.	-7.8	0.5	1.6	-9.8	6.2	-0.1
Cc1cc(NC(=O)CSc2nc3ccccc3c(=O)n2Cc2ccc(F)cc2)no1	-14.4	0.1	-0.7	-5.0	0.5	-10.0	-3.6	8.6	-12.4
CC(C)(C)OC(=O)C[C@H]1C/C=C\C[C@@H](CC(=O)N(CCO)Cc2ccccc2)C(=O)NC[C@@H](c2ccccc2)OC1=O	-17.1	4.4	-2.4	-15.0	-0.7	-18.7	-9.8	7.0	-10.4
Nc1ncnc2c1ncn2C1CCCO1 (stereo not given)	5.0	0.2	-4.0	9.2	0.3	-1.5	19.5*	-10.5	-17.1
O=c1c(Br)c(NCc2ccccc2)cnn1-c1ccc(F)cc1	-21.8	0.9	2.7	6.9	0.1	-6.5	0.8	2.4	2.1
COc1ccc(Cl)cc1NC(=O)C1CC(c2ccccc2O)=NO1 (stereo not given)	-0.1	-0.1	-7.2	-7.4	0.8	-11.5	-1.2	13.2	-19.9
Cc1c(Cl)cccc1NC(=O)N1CCCC1	-1.4	0.8	-2.8	0.0	1.6	-6.1	-4.8	6.7	1.7
COc1ccc(NC(=O)C(=O)NCCC2CCCCN2S(=O)(=O)c2ccccc2)cc1 (stereo not given)	-8.6	0.5	-0.7	-3.3	0.0	13.9	-2.7	3.9	-2.8
CC1CCCCC1NC(=O)CCn1c(=O)oc2ccccc21 (stereo not given)	-15.1	0.3	-0.5	8.0	1.1	-9.7	-8.0	8.0	-16.1
O=C(O)c1cc2ccccc2n1-c1ccccc1	-11.1	0.0	-5.6	-6.9	-0.2	-7.9	0.3	10.6	-15.6
O=c1[nH]c(CSc2nnc(Nc3ccccc3)s2)nc2ccccc12	-7.3	3.5	0.1	-6.2	0.4	-10.8	-0.8	4.3	-12.4
O=C(/C=C/c1ccccc1[N+](=O)[O-])NCc1ccccc1Cl	-14.9	3.1	-8.1	2.1	1.0	-2.3	-5.2	9.9	-0.1
O=C(c1cccs1)N1N=C(c2ccccc2)CC1c1ccc(O)cc1 (stereo not given)	-6.8	0.9	-2.5	1.6	1.1	-4.6	-0.6	9.9	-5.3
Cc1ccc(CNc2ncnc3cc(Cl)ccc23)cc1	35.4*	12.8	-19.2	12.1	14.8	23.4	-5.1	-23.1	32.9
COc1cccc(N2CCN(CC(=O)NC(C)c3ccccc3)CC2)c1 (stereo not given)	.	1.6	.	8.7	0.0	5.2	4.2	18.7	-17.1
CCc1ccc(-c2cc(C)no2)cc1S(=O)(=O)N1CCN(c2ccc(OC)cc2)CC1	-9.1	3.3	-4.7	-4.5	3.0	-17.2	-1.4	10.4	-12.5
CN1CC(=O)N(CC(=O)Nc2ccc(F)cc2)c2ccccc2C1=O	-2.7	1.3	-2.1	-10.8	0.4	-4.2	-1.4	2.5	2.4
COc1ccc(Cn2cnc([N+](=O)[O-])c2)cc1[N+](=O)[O-]	-8.1	0.6	-8.6	2.5	0.5	-3.3	-1.9	8.1	-7.8
O=C(NCc1ccncc1)c1nc(-c2cccs2)no1	1.7	4.2	-3.1	-8.2	3.5	-4.6	-3.5	6.2	-5.8
CCn1c(C(C)NC(=O)c2ccc(OC)c(OC)c2)nc2ccccc21 (stereo not given)	-15.2	1.9	-3.1	-1.8	0.7	-9.9	-4.8	7.5	1.6
O=C(O)COc1ccccc1/C=C1\SC(=O)N(Cc2ccc(F)cc2)C1=O	-15.1	-1.2	-5.3	-10.2	-0.9	-0.7	1.7	0.1	-3.1
CCOC(=O)C1=CN(Cc2cccc(I)c2)S(=O)(=O)N(C)C1C (stereo not given)	-13.8	-0.4	.	-0.6	0.3	-16.9	-4.8	-9.4	8.4
COc1ccc(/C=C/C(=O)NCCCn2ccnc2)cc1	-4.1	1.0	3.7	3.3	-0.2	-1.9	-5.4	8.1	-12.6
CS(=O)(=O)N(CC(=O)NCc1ccc2c(c1)OCO2)Cc1ccccc1	-3.6	0.6	-5.6	-3.9	1.0	-12.3	-1.5	8.2	-9.5
O=C(CN(Cc1ccco1)S(=O)(=O)c1ccccc1)N/N=C/c1ccccc1C(=O)O	-15.9	0.4	-14.3	-5.7	0.0	23.4	-7.8	2.4	-5.1
S=c1[nH]nc(CSCc2ccccc2Cl)n1C1CCCCC1	.	-0.4	.	5.2	2.5	-9.2	0.3	11.3	-13.2
COCCNC(=S)NC(=O)c1ccc(C(C)(C)C)cc1	-19.9	-0.9	-1.7	-2.4	0.8	-23.8	-6.6	0.6	-8.0
CC1C(=O)NN=C1C(=O)N/N=C/c1ccco1 (stereo not given)	-15.8	1.2	-3.0	6.8	0.4	7.1	-6.5	-1.0	0.6
Cc1ccc(S(=O)(=O)N2CCCCC2)cc1NC(=O)c1cc(=O)[nH]c2ccccc12	-12.5	1.1	-5.9	-2.3	0.1	3.1	-4.8	6.3	-6.6
CC(C)(C)OC(=O)N1CC2Cc3[nH]c(=O)ccc3C(C2)C1 (stereo not given)	-2.2	0.2	-1.9	-1.3	0.1	-3.7	-0.8	9.5	-14.2
Cc1ccccc1CC(=O)NCCN1CCCCC1	0.0	0.5	-5.4	-5.0	5.0	-32.3	-8.2	0.5	1.1
COc1ccc(-c2cc(CNC(=O)CN(C)Cc3ccccc3)on2)cc1	-17.3	1.8	-6.2	3.0	1.1	-0.2	-2.8	4.1	-4.6
O=[N+]([O-])c1ccc(CN2CCCCCC2)s1	2.3	0.2	6.0	1.5	0.2	-1.4	-8.2	-5.5	11.0
COc1cccc(CNc2nc3ccc(C)cc3n3cnnc23)c1	-10.8	1.0	2.2	-6.7	0.9	-15.7	-1.5	17.1	-21.7
CC(=O)c1cccc(NC(=O)c2cc(S(=O)(=O)N3CCCCC3)ccc2N2CCOCC2)c1	.	3.5	.	-8.7	1.5	-10.0	-4.0	-1.9	-8.9
Cc1ccc(S(=O)(=O)N2CCCC2C(=O)OCC(=O)Nc2ccc3c(c2)OCO3)cc1 (stereo not given)	-8.5	1.6	-7.7	-9.6	0.6	-3.0	-1.3	5.2	-6.8
O=C(Nc1nc2ccc(Cl)cc2s1)c1cccc(N2C(=O)CCC2=O)c1	-2.3	1.0	0.4	-5.8	1.2	3.3	-5.0	11.4	-15.0
Nc1ccc2ccccc2c1[N+](=O)[O-]	.	1.1	.	-4.8	-0.5	-10.8	-3.3	7.7	-12.7
Cc1ccc(S(=O)(=O)N2CCN(C(=O)C3CSC4(C)CCC(=O)N34)CC2)cc1C (stereo not given)	-2.6	0.2	-2.1	-7.1	0.1	1.2	-3.5	4.3	-3.4
CCCn1c(N)c(C(=O)CSc2nnc(C3CC3)n2-c2ccccc2)c(=O)[nH]c1=O	-20.2	0.7	6.3	5.3	0.5	-11.7	-4.0	9.8	-7.8
Cc1cccc(C)c1Nc1nnc(SCc2nc3ccccc3c(=O)[nH]2)s1	-21.1	7.1	-9.4	-3.3	1.5	8.9	-5.3	6.2	4.7
COc1ccc(C(=O)c2c3ccc([N+](=O)[O-])cc3[n+]([O-])n2CCCC(N)=O)cc1	-5.1	-1.3	-3.8	8.1	0.2	8.6	0.0	19.4	-7.1
COc1ccc(-c2cc(C(F)(F)F)c3c(=O)n(-c4ccccc4)[nH]c3n2)cc1	-6.5	0.8	-13.9	2.9	0.2	-1.9	-1.2	7.2	-12.2
CC(=O)c1ccc(CCCC(=O)O)cc1	-6.0	-0.5	3.2	-1.9	1.6	-8.0	-1.2	7.5	-2.9
O=S(=O)(Nc1ccc(F)cc1)c1cccc2nsnc12	1.8	0.4	-3.9	-4.7	0.9	-6.4	-7.7	1.3	-3.2
CCCCNCC#CCOc1cc(C)ccc1C(C)C	-7.3	5.5	-8.9	21.5	2.3	-9.6	-5.4	-10.9	26.8

3 structures out of the list, sorted by count of non-hydrogen atoms, low to high:
SMILES	CHO parental Ca	M4 ag	OXTR potentiate	M4 antag	M1 ag parental	CHO-K1 Ca antag	M1 ag	CHRM1 PAM	M1 antag
CC(=O)c1ccc(CCCC(=O)O)cc1	-6.0	-0.5	3.2	-1.9	1.6	-8.0	-1.2	7.5	-2.9
O=C(Nc1nc2ccc(Cl)cc2s1)c1cccc(N2C(=O)CCC2=O)c1	-2.3	1.0	0.4	-5.8	1.2	3.3	-5.0	11.4	-15.0
Cc1ccc(S(=O)(=O)N2CCCCC2)cc1NC(=O)c1cc(=O)[nH]c2ccccc12	-12.5	1.1	-5.9	-2.3	0.1	3.1	-4.8	6.3	-6.6

Assay outcomes deposited in PubChem by The Scripps Research Institute Molecular Screening Center.
